# TAAR1 ag = agonists of human TAAR1; Q96RJ0; CHO RD-HGA16 TAAR1, Fluo-8 calcium fluorescence; vehicle wells 0%, saturating PEA agonist 100%; activation, % at 3 µM; 0.99% of 360,000 active;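 active = activation above the mean activation of all test compounds in the run plus 3 SD, cut at about 38% in these data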
# Target sequence (Q96RJ0 whole entry, looked up): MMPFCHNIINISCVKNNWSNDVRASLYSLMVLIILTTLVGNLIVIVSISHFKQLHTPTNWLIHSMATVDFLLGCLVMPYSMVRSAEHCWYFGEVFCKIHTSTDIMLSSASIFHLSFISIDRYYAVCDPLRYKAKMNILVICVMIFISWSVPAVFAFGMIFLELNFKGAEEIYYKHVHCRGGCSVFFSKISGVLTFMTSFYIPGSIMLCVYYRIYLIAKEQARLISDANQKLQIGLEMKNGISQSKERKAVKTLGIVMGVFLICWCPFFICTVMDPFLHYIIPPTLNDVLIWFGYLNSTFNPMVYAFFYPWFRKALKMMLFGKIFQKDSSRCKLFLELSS
#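 Assay system – CHO-derived RD-HGA16 cells with stable Gα16 and human TAAR1 · Compound dosing – one-point dosing at 3 µM (nominal) · Incubation – 17-24 h seeding, 75 min 37 °C dye, 30 min RT · Measured by – kinetic Fluo-8 calcium fluorescence · Control set – DMSO vehicle as 0%, PEA at EC100 as 100% · Repeats – single well for each compound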
# CHO parental Ca = signal in parental CHO cells, OX1R antagonist counter-screen. parental CHO-K1, ATP-induced calcium, Fluo-8 fluorescence. inhibition, % at 5.6 µM. AID 463079. 0.63% of 330,000 active;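 active = inhibition above that plate's mean sample inhibition plus 3 SD, cut at about 26% in these data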;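 note: 0% = ATP-challenged DMSO wells and 100% = DMSO wells without ATP; some compounds past the cut are filed as inactive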
#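 test system = CHO parental line | reagent = ATP stimulus | measured by = intracellular calcium via Fluo-8 no-wash fluorescent dye | control set = ATP and no-ATP DMSO wells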
# V1aR counter = V1a receptor agonism, counter-screen for OXTR agonists | P37288 | CHO-V1R cells, Fluo-8 calcium fluorescence, agonist mode; 0% DMSO, 100% 3 nM vasopressin | activation, % at 3 µM | 0.25% of 320,000 active | AID 2797;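 active = activation above the mean activation of all tested compounds plus 3 SD, per screening run, cut at about 20% in these data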;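 note: signal is peak over basal fluorescence ratio across a 100 second FLIPR read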
# CHO-K1 Ca antag = counter-screen for M1 antagonists: effect in parental CHO-K1 cells. ATP-induced calcium, Fluo-8 fluorescence. inhibition, % at 3 µM. 0.6% of 360,000 active;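 active = inhibition above a per-plate cutoff, the plate's mean sample inhibition plus 3 SD, cut at about 24% in these data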;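 note: 0% = DMSO plus EC80 ATP and 100% = DMSO alone without ATP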
# CHO-K1 Ca ag = M1 agonist counterscreen hit in parental CHO-K1 cells; Fluo-8 calcium fluorescence; scaled to maximal ATP response, vehicle zero; activation, % at 3 µM; 0.48% of 360,000 active; AID 602248; in the data active = activation above about 15%;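 note: untransfected CHO-K1 host cells lacking M1 receptor as counterscreen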
# TAAR1 antag = human TAAR1 antagonism. Q96RJ0. CHO RD-HGA16 TAAR1, Fluo-8 calcium fluorescence, antagonist. inhibition, % at 3 µM. 1.5% of 360,000 active;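 active = inhibition above a per-plate cutoff, the mean inhibition of test compounds on that plate plus 3 SD, cut at about 49% in these data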;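 note: 0% = DMSO plus EC80 beta-PEA response and 100% = DMSO alone without agonist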
#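 Material: CHO RD-HGA16 cells bearing hTAAR1; compound dosing: one-point dosing, 3 µM nominal final; schedule: dye loading 75 min at 37 °C, then 30 min room temperature; measured by: calcium fluorescence with Fluo-8; control set: vehicle and agonist controls; replication: n of 1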
# OXTR potentiator = potentiates the human oxytocin receptor response; activation, % at 3 µM; P30559; 0.061% of 320,000 active; CHO-OTR cells, Fluo-8 calcium fluorescence, potentiator mode; 0% = oxytocin EC15, 100% = EC100;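 active = activation above that plate's cutoff, the mean activation of tested compounds plus 3 SD, cut at about 6.6% in these data, passing the limit was not always enough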;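 note: 100% uses oxytocin at 75 nM as the full agonist control; some results filed as inactive read as strong as hits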
# Target sequence (P30559 whole entry, looked up): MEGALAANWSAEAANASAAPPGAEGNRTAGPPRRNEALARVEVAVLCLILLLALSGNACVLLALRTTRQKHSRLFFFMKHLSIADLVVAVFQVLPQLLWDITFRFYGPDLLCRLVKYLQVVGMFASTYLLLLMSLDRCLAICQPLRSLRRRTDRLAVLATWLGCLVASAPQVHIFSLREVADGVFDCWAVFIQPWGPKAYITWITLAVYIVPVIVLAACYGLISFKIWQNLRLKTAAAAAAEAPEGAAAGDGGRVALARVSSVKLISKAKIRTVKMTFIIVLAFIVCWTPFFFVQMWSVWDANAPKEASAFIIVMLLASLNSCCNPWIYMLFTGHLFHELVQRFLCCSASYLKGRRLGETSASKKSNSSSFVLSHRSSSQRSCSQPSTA
#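 Assay system: CHO cell line stably expressing human OTR. Reagent: EC15 oxytocin agonist. Dosing: single dose, 3.0 µM nominal final compound concentration. Timing: compound 6 min at room temperature before oxytocin, 100 s read. Signal: kinetic Fluo-8 calcium fluorescence. Controls: oxytocin EC15 low and EC100 high.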
# M1 ag = human M1 muscarinic receptor agonism; activation, % at 3 µM; CHO-K1 hM1, Fluo-8 calcium fluorescence, agonist mode; 0% DMSO, 100% acetylcholine EC100; P11229; 0.33% of 360,000 active;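 active = activation above the run's mean compound activation plus 3 SD, cut at about 16% in these data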;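 note: peak over basal fluorescence ratio within a 140 s kinetic read after compound addition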
# CHO-K1 Ca PAM = M1 PAM counterscreen hit in parental CHO-K1 cells | ATP EC20, Fluo-8 calcium fluorescence; 0% at ATP EC20, 100% at ATP max | activation, % at 3 µM | 0.02% of 360,000 active;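 active = activation above the run cutoff, the mean activation of all test compounds plus 3 SD, cut at about 40% in these data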;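 note: peak over basal fluorescence ratio in a 140 s read after ATP addition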
# The depositor's hits bear a star; · = no result given.
entry	molecule	TAAR1 ag	CHO parental Ca	V1aR counter	CHO-K1 Ca antag	CHO-K1 Ca ag
1	CC(=O)NC(=S)Nc1ccc(NC(=O)c2cccnc2Cl)cc1	0	7	0.8	-9	1.5
2	CS(=O)(=O)NNC(=O)c1cc2cc3ccccc3nc2s1	3	0	-0.9	-5	-0.1
3	COc1ccc(C(=O)C2CCCN(C(=O)c3cccnc3SC)C2)c(C)c1 (configuration not stated)	9	7	0.9	-9	2.5
4	Cc1ccc(C(O)c2ncc(-c3ccc(C(F)(F)F)cc3)[nH]2)cc1F (configuration not stated)	3	·	·	-8	0.3
5	CCCCOc1ccc(S(=O)(=O)Nc2cccnc2)cc1	14	39*	12	6	30*
6	COc1ccc(C(C(=O)NC2CCCC2)N(C(=O)c2ccoc2C)c2cc(C)cc(C)c2)cc1 (configuration not stated)	6	-17	-0.8	3	-0.6
7	CC1=C(C(=O)Nc2ccccc2C(=O)N2CCN(c3ccccc3)CC2)SCCO1	2	·	·	15	0.5
8	O=C(/C=C/c1c(Cl)nc2ccccn12)N1CCN(c2ccc(F)cc2)CC1	6	-25	1.8	4	1.6
9	Cc1n[nH]c(C)c1S(=O)(=O)N1CCCC(C(=O)NC2CCCCC2)C1 (configuration not stated)	1	-4	0.1	0	0.5
10	CCCCCCCc1c(C#N)c(N)[nH]c(=S)c1C#N	-1	-27	-0.6	·	·

entry	TAAR1 antag	OXTR potentiator	M1 ag	CHO-K1 Ca PAM
1	9	1	-5	22
2	8	1	-6	15
3	11	-15	0	1
4	12	·	-1	-3
5	12	-7	-1	2
6	8	-5	-9	1
7	-4	·	-3	-16
8	5	-12	-5	5
9	-7	-1	-3	4
10	2	-1	·	·

# Five of the entries above in order of their number in M1 ag, smallest number first:
nr	structure	M1 ag
2	CS(=O)(=O)NNC(=O)c1cc2cc3ccccc3nc2s1	-6
8	O=C(/C=C/c1c(Cl)nc2ccccn12)N1CCN(c2ccc(F)cc2)CC1	-5
9	Cc1n[nH]c(C)c1S(=O)(=O)N1CCCC(C(=O)NC2CCCCC2)C1 (configuration not stated)	-3
5	CCCCOc1ccc(S(=O)(=O)Nc2cccnc2)cc1	-1
3	COc1ccc(C(=O)C2CCCN(C(=O)c3cccnc3SC)C2)c(C)c1 (configuration not stated)	0

# (more compounds)
entry	molecule	TAAR1 ag	CHO parental Ca	V1aR counter	CHO-K1 Ca antag	CHO-K1 Ca ag
11	CC(C)C1C(=O)N(Cc2cn(CCC3OCCO3)nn2)CCS(=O)(=O)N1Cc1ccc(-c2ccccc2C(F)(F)F)cc1 (configuration not stated)	0	·	·	-1	1.6
12	O=C(O)c1ccc(-n2ncc(Cl)c(Cl)c2=O)cc1	·	·	·	1	-0.2
13	CC(=O)Oc1cccc(N2C(=O)C3C(C2=O)C2C=CC3C23CC3)c1 (configuration not stated)	0	4	-0.5	-4	-0.2
14	CC(C)(C)c1cc(Br)ccc1OCC(=O)Nc1ncn[nH]1	17	-29	-0.2	-16	0.7
15	Cn1c2ccccc2c2c(C(=O)N3CCN(C(=O)c4ccco4)CC3)cn(C3CCCCC3)c(=O)c21	7	-34	-1.3	-17	2.6
16	COc1ccc(CCNC(=O)Cc2ccc(NS(=O)(=O)c3ccc(F)cc3)cc2)cc1OC	8	-10	1.1	-25	1.3
17	O=C(CCn1cccn1)N1CCCC(N2CCN(c3cccc(Cl)c3)CC2)C1 (configuration not stated)	0	·	·	-1	0.0
18	CCc1cccc(NC(=O)Cn2c(=O)oc3cc(S(=O)(=O)N4CCOCC4)ccc32)c1	7	17	3.4	12	2.9
19	COc1cccc(CN(C)C(=O)COc2cccc3c2OC(C)(C)C3)c1OC	-1	·	·	-3	0.6
20	CCc1nnc(-n2nc(C)cc2-c2ccccc2)n1N	1	-9	1.5	-6	0.4

entry	TAAR1 antag	OXTR potentiator	M1 ag	CHO-K1 Ca PAM
11	7	·	-3	6
12	·	·	0	1
13	-23	-1	0	8
14	-2	-18	-1	27
15	16	-22	-3	7
16	-25	-3	-2	10
17	-23	·	1	-9
18	19	-6	-4	5
19	-12	·	3	-11
20	-10	1	-3	16

# 2 compounds from above, reduced to CHO-K1 Ca ag, TAAR1 ag and CHO parental Ca.
nr	Structure	CHO-K1 Ca ag	TAAR1 ag	CHO parental Ca
11	CC(C)C1C(=O)N(Cc2cn(CCC3OCCO3)nn2)CCS(=O)(=O)N1Cc1ccc(-c2ccccc2C(F)(F)F)cc1 (configuration not stated)	1.6	0	·
12	O=C(O)c1ccc(-n2ncc(Cl)c(Cl)c2=O)cc1	-0.2	·	·

# (cont.)
entry	molecule	TAAR1 ag	CHO parental Ca	V1aR counter	CHO-K1 Ca antag	CHO-K1 Ca ag
21	O=C(COC(=O)c1ccc(NS(=O)(=O)c2cccs2)cc1O)NCc1ccccc1	2	-6	0.6	-6	1.2
22	CCc1nnc(NC(=O)c2ccc(S(=O)(=O)N(CC(C)C)CC(C)C)cc2)o1	11	-13	-0.8	13	-0.7
23	CCOC(=O)C1CCCN(c2c(NCC3CCCN3CC)c(=O)c2=O)C1 (configuration not stated)	0	2	0.7	-5	0.0
24	O=C(O)CN1C(=O)C(=O)N(Cc2ccc(C(F)(F)F)cc2)C1=O	6	0	-0.4	-3	0.5
25	COc1ccc(CNC(=O)Nc2ccccc2)cc1	6	-7	-0.7	-15	1.1
26	CC(=O)Nc1ccc(NC(=O)C(C)OC(=O)CCC2CCCCC2)cc1 (configuration not stated)	24	-6	6.7	-5	2.6
27	CC(CCc1ccccc1)NC(=O)c1cccs1 (configuration not stated)	7	-4	-0.5	29*	-0.2
28	Cc1cccc(CN2CCCC(C(=O)Nc3ccc(-c4cscn4)cc3)C2)c1 (configuration not stated)	8	·	·	-8	6.0

entry	TAAR1 antag	OXTR potentiator	M1 ag	CHO-K1 Ca PAM
21	1	-10	-6	1
22	-14	-2	-3	-7
23	-7	-2	-7	6
24	-8	-3	-3	-7
25	-11	3	-3	24
26	-9	-8	6	-11
27	-16	-4	11	-18
28	-2	·	-4	3

# At a glance, 2 of the compounds above:
entry	molecule	TAAR1 ag	CHO parental Ca	V1aR counter	CHO-K1 Ca antag	CHO-K1 Ca ag
21	O=C(COC(=O)c1ccc(NS(=O)(=O)c2cccs2)cc1O)NCc1ccccc1	2	-6	0.6	-6	1.2
22	CCc1nnc(NC(=O)c2ccc(S(=O)(=O)N(CC(C)C)CC(C)C)cc2)o1	11	-13	-0.8	13	-0.7

entry	TAAR1 antag	OXTR potentiator	M1 ag	CHO-K1 Ca PAM
21	1	-10	-6	1
22	-14	-2	-3	-7

# The order is random (roughly 3.3% active in at least one column).
